Source: PubChem (several laboratories)
GALR2 blocker – GALR2 (human) receptor antagonism. GALR2-expressing cells, antagonist mode. inhibition, % at 4 µM. 0.39% of 140,000 active; in the data active = inhibition above about 27%;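 also: cells stimulated with galanin 1-16 at roughly its EC80; 0% = agonist challenge control and 100% = basal control without agonist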
Target sequence (O43603 whole entry, looked up): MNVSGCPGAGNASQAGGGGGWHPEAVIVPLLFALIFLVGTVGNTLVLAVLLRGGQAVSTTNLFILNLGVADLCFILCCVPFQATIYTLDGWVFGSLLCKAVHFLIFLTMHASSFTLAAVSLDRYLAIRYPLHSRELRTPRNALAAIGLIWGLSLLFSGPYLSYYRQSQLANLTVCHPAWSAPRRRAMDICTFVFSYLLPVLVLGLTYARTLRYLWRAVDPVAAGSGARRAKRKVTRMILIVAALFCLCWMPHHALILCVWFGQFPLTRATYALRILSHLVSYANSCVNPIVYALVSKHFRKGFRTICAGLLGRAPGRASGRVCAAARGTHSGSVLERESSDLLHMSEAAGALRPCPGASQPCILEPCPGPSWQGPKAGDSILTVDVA
NPY Y2 blocker – NPY-Y2 (human) receptor antagonism. NPY-Y2 expressing cells, antagonist mode. inhibition, % at 2.7 µM. 0.99% of 140,000 active. AID 793; in the data active = inhibition above about 17%;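 also: 0% = vehicle with agonist challenge and 100% = reference antagonist with challenge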
Target sequence (P49146 whole entry, looked up): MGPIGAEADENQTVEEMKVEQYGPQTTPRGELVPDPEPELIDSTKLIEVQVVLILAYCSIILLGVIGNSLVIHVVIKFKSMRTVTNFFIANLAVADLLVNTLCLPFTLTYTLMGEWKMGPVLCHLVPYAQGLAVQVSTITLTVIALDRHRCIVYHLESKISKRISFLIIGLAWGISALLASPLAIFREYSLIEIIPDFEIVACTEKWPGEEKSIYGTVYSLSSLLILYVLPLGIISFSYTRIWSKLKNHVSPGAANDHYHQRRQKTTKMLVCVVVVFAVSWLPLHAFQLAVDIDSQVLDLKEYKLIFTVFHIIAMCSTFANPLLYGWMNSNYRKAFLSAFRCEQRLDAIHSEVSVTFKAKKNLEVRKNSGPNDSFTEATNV
Yeast lifespan up – yeast lifespan extension; S. cerevisiae growth with nicotinamide, OD615; deaD strain in restrictive glucose medium; inhibition of the nicotinamide effect, % at 10 µM; 0.68% of 130,000 active; AID 775;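 active = inhibition above a set limit, placed 3 SD over the median of all compounds, cut at about 26% in these data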;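 also: 0% = nicotinamide-treated wells and 100% = cells grown without nicotinamide; some compounds called inactive have numbers as strong as hits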
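Assay system: DeaD-strain S. cerevisiae. Medium: CSMM-D glucose medium, restrictive. Reagent: nicotinamide, 1.5 mM, co-present with compound. Compound: 10 µM single point, 0.25% DMSO. Schedule: culture preincubation 4 h, compound exposure 48 h, both 30 °C. Detection: absorbance at 615 nm.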
MRP-1 activ – activates MRP-1; H69AR cells + doxorubicin, viability rescue, CellTiter-Glo; viability increase, % at 10 µM; 0.61% of 140,000 active;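 active = viability gain under doxorubicin at or above a set limit, the compound median plus 3 SD, cut at about 4.7% in these data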;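 also: MRP-1 overexpressing cells given doxorubicin 25 µM after compound pretreatment; 18-22 h compound pretreatment then 72 h with doxorubicin before readout; 0% = doxorubicin-only wells and 100% = vehicle-treated cells without doxorubicin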
BB579 growth dn – chemicals that inhibit yeast BB579 growth in restrictive medium (lifespan-shortening candidates); S. cerevisiae BB579 growth, OD615, 48 h; inhibition, % at 10 µM; 0.51% of 140,000 active; AID 804;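 active = inhibition above a set limit, 3 SD over the mean compound inhibition, cut at about 44% in these data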; also: inactives centre near -24
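Detection: OD615 turbidity measurement; Material: Saccharomyces cerevisiae DeaD strain BB579, replicative lifespan model yeast; Timing: 48 h exposure, 30 °C; Doses: single 10 µM dose; Medium: CSMM-D restrictive synthetic medium containing dextrose (glucose); Controls: amphotericin B at 10 µg/mL as positive control.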
Measles CPE – protection of cells from measles virus; Measles virus-infected cells, CPE protection, absorbance; protection (pct of control), % at 4 µM; 1.5% of 140,000 active; in the data active = protection mostly above about 24%, no sharp cut-off; inactive = mostly below about 26%; also: some compounds called inactive have numbers as strong as hits
Phagocyt inh – inhibitors of macrophage phagocytosis; J774A.1 macrophage IgG-bead phagocytosis, imaging; inhibition, % at 5 µM; 0.07% of 110,000 active; AID 1029;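 active = inhibition above the mean of the plate negative controls plus 5 SD, cut at about 13% in these data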;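 also: phagocytic index as fraction of beads internalized from green versus red external bead signal; plate controls were DMSO negative control for no effect and cytochalasin-D positive control for full effect; some results beyond the cut were filed as inactive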
E-sel TNF inh – blocks E-selectin expression induced by TNF alpha | inhibition, % at 2 µM | HUVEC TNFa-induced E-selectin immunofluorescence, high content | 0.71% of 120,000 active | AID 1246;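 active = inhibition above the batch mean plus 3 SD, and confirmed as a hit on visual image review, cut at about 43% in these data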;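 also: 0% = TNF-stimulated DMSO wells and 100% = unstimulated control wells; not every result past the cut was called active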
bCat KO growth – beta-catenin-lacking colon tumor cell growth suppression | HCT116 beta-catenin knockout viability, CellTiter-Glo, 60 h; hits give low values | viability, % at 10 µM | 1.5% of 140,000 active;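 active = viability at or under a set limit, the compound median less 4 SD, cut at about 6% in these data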;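 also: 0% = Hyamine 1622 control at 20 µM and 100% = untreated cell control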
HCT116 PTEN-null – suppresses growth of cells with PTEN deletion | HCT116 PTEN-null viability, CellTiter-Glo, 60 h; hits give low values | viability, % at 10 µM | 1.2% of 140,000 active;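 active = viability at or below a set limit, 4 SD under the median of all tested compounds, cut at about 3.7% in these data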;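 also: PTEN knockout HCT116 line with beta catenin targeted HCT116 as companion control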
Starred values were filed as active, the others as inactive; · = no result given.

Every second line gives: GALR2 blocker, NPY Y2 blocker, Yeast lifespan up, MRP-1 activ, BB579 growth dn, Measles CPE, Phagocyt inh, E-sel TNF inh, bCat KO growth, HCT116 PTEN-null
> Cc1ccc(CNC(=O)Cc2nc3nc(C)cc(C)n3n2)cc1
    1, 2, 1, -0.5, -12, 50, -7, ·, 99, 99
> CCc1ccc(NC(=O)CCn2ccnc2C)cc1
    -8, 1, -3, -3.0, -37, 7, 1, 9, 92, 100
> COc1ccc(C(=O)NC(=S)N2CC(C)OC(C)C2)cc1 (stereo unspecified)
    -3, 3, 22, -2.7, -11, 17, -7, ·, 99, 102
> CCOC(=O)N1CCN(C(=S)Nc2cccc(C)c2)CC1
    9, 4, -15, 0.1, -58, 4, ·, 13, 115, 101
> O=C(NCc1ccc(Cl)cc1Cl)c1ccccn1
    -5, 0, -11, 0.3, -3, 15, 2, -23, 99, 89
> COc1ccc(-c2c(C)n([O-])c(C)c(-c3ccccc3)[n+]2=O)cc1OC
    8, 1, -5, -3.0, -34, 89*, -4, 21, 86, 94
> CC1(C)CC(=O)CC(C2(O)C(=O)N(Cc3ccccc3)c3ccccc32)O1 (stereo unspecified)
    -2, 0, -7, -3.7, -26, 16, 0, ·, 11, 10
> COc1ccccc1NS(=O)(=O)CC12CCC(CC1=O)C2(C)C (stereo unspecified)
    -1, 3, 5, -0.8, -25, 1, 2, -2, 96, 105
> COc1cc2cc(C(c3nnnn3C3CCCCC3)N(C)C3CCCCC3)c(=O)[nH]c2cc1OC (stereo unspecified)
    4, 1, -3, -4.9, -44, 7, 1, -7, 51, 49
> CN1CCc2cccc3c2[C@@H]1Cc1ccc(O)c(O)c1-3
    17, 2, 0, -1.4, -60, 12, ·, ·, 83, 74
> CSc1nnc2n(C)c3c(c(=O)n12)C1(CCCC1)Cc1ccccc1-3
    -13, -1, 4, -1.2, -20, 8, ·, ·, 79, 78
> CCOc1ccc(Cc2c(Cl)nc(SC)nc2OC)cc1
    5, 13, -8, -4.5, 4, 19, ·, -6, 99, 96
> CN(C(=O)C1CCOC1)c1nnc(-c2cnccn2)s1 (stereo unspecified)
    3, 0, -11, 0.3, -34, 9, 0, 12, 116, 112
> Cc1cc(C)n(-c2ccc(Cl)c(C(=O)OCC(N)=O)n2)n1
    5, -2, -10, 0.6, -29, 13, 0, 0, 105, 99
> Cn1c(SCC(=O)c2ccc3c(c2)Cc2ccccc2-3)nnc1-c1cccc(N)c1
    7, -1, -3, -1.4, -34, 10, 4, ·, 94, 95
> Cc1ccc(S(=O)(=O)N(CC(O)CN(C)C)c2ccccc2)cc1 (stereo unspecified)
    5, 4, -3, -4.0, 3, 4, -4, 6, 94, 104
> Cc1csc(NC(=O)CCc2ccc(S(=O)(=O)N3CCOCC3)cc2)n1
    -14, 2, -4, -2.3, 20, 21, 2, -2, 91, 83
> Cc1noc(C)c1COC(=O)c1cc(C)n(-c2ccccc2)c1C
    -6, 5, -12, -1.2, -26, 13, 0, -19, 40, 46
> O=C1c2ccccc2C(=O)N1CN(C(=O)COc1ccccc1)c1ccc(F)cc1
    1, 4, 2, 1.2, -5, 12, ·, -1, 90, 87
> CC(C)CCSc1ncnc2c1oc1nc3c(cc12)COC(C)(C)C3
    -3, -1, -3, -1.4, -9, 5, -2, -14, 97, 102
> COc1ccc(/C=N/NC(=O)CC(=O)NCc2cccnc2)cc1
    -1, 1, -15, -1.4, 5, 11, ·, 2, 84, 88
> O=C(C1CCCN(Cc2ccccc2)C1)N1CCc2ccccc2C1 (stereo unspecified)
    -10, 4, 6, -2.7, -46, 7, 0, -5, 76, 89
> CCc1ccc(OCC(=O)NC(NC(=S)Nc2ccccc2)C(Cl)(Cl)Cl)cc1 (stereo unspecified)
    -2, 10, 7, -5.1, -24, 11, -2, ·, 2.4*, 8
> Cc1ccc(OC(C)C)c(CN(CCO)CCO)c1
    -15, 7, 5, -0.6, -28, 6, 0, 6, 93, 93
> Cc1cc(-c2ccccc2)n(-c2ccc(C(=O)N3CCN(c4ncccn4)CC3)cc2)n1
    -19, 4, -10, -1.5, -71, 4, -5, -10, 91, 81
> COC(=O)c1c(NC(=O)CN2C(=O)C(=O)N(CC(C)C)C2=O)sc2c1CCCCC2
    5, 3, 1, -2.1, -34, 23, -10, 20, 94, 95
> COCc1[nH]nc2c1C(c1cc(OC)c(O)c(OC)c1)C(C#N)=C(N)O2 (stereo unspecified)
    -8, 1, -7, -0.2, -44, 3, 2, -31, 87, 99
> CC1CCCC(NS(=O)(=O)c2ccc3c(c2)OCCO3)C1C (stereo unspecified)
    15, 3, -1, -0.9, -42, 13, 0, 3, 85, 78
> COc1ccc(NC(=O)C2C3CCC(C3)C2C(=O)O)cc1OC (stereo unspecified)
    -11, -2, -10, -0.6, -46, 2, -3, 25, 103, 100
> Cc1ccc2c(n1)sc1c(-c3ccccc3)c(C#N)c(N)nc12
    9, -1, -12, -1.8, -24, 15, 1, -46, 96, 91
> c1ccc(Cn2nnnc2CN2CCN(c3ncccn3)CC2)cc1
    8, 0, 26, -0.9, -42, 14, 6, -18, 97, 102
> COc1ccc(NC(=O)c2ccccc2NC(=O)C2CCCO2)cc1 (stereo unspecified)
    3, 2, -7, -0.5, -7, 15, 1, 8, 88, 92
> COc1ccc(Br)cc1/C=N/Nc1cccc(C(=O)O)c1
    -6, 0, -8, 0.5, -8, 5, -19, -5, 92, 99
> COc1ccc(CC(=O)OCCN(C)C)cc1
    5, 1, -9, 0.2, -5, 5, 0, 17, 113, 110
> O=C(Cc1cccs1)N1CCN(S(=O)(=O)c2ccccc2)CC1
    8, 1, -4, -0.3, -9, 5, -11, ·, 93, 93
> COc1ccc(OC)c(-n2c(SCC(=O)Nc3cc(C)on3)nnc2-c2c[nH]c3ccccc23)c1
    6, 3, -11, -2.9, -4, 14, 0, ·, 79, 71
> C=CCN(CC=C)C(=S)NC(=O)c1ccc(C)c(Br)c1
    -3, 5, 16, -1.3, 22, 25, 0, ·, 25, 21
> Cc1nnsc1SC(C)C(=O)O (stereo unspecified)
    -7, -1, -21, -2.7, -4, 16, ·, -34, 98, 100
> O=C(Cc1ccccc1)NNC(=S)Nc1ccc(Cl)cc1
    1, -1, 8, -2.0, -5, 19*, -5, 21, 99, 90
> CCCCOC(=O)Nc1cccc(C(C)=O)c1
    -10, 1, -17, -0.4, -10, 3, 0, ·, 99, 96
> Nc1c(C(=O)Nc2ccc(F)cc2)sc2nc(-c3ccco3)ccc12
    14, -1, -5, -1.7, -18, 5, 0, -2, 83, 80
> COCCCNC(=S)NNC(=O)c1ccc2c(c1)OCO2
    5, 6, 13, -0.8, -72, 35, ·, 57, 99, 97
> COc1ccc(C(=O)N2CCC(C(=O)Nc3ccc4c(c3)OCO4)CC2)cc1
    0, 4, 2, -1.8, -33, 3, 0, ·, 96, 100
> Cc1cc(/C=C2\SC(=S)NC2=O)c(C)n1C
    -3, 2, -22, 5.5*, -33, 5, 1, 26, 102, 98
> COc1ccc(C2C(C#N)=C(N)Oc3cc(C)n(CCN4CCOCC4)c(=O)c32)cc1OC (stereo unspecified)
    18, -1, -22, -3.8, -5, 11, 10, ·, 103, 100
> Cc1ccc(C(=O)Nc2ccccc2Oc2ccccc2)cc1[N+](=O)[O-]
    1, 3, -9, -0.9, -91, 6, ·, 13, 93, 92
> NC(=O)C1(N2CCCCC2)CCN(C(=O)CSc2nc(C(F)(F)F)cc(=O)[nH]2)CC1
    -3, -2, -8, 0.1, -38, 20, 0, 0, 97, 102
> CN1C(=O)Cn2c1nc1ccccc12
    -1, 3, -12, 0.1, -38, 4, -1, 7, 98, 104
> COC(=O)c1ccc(NC(=S)N2CCN(Cc3cccc(C)c3)CC2)cc1
    -4, 0, 3, 1.1, -22, 4, ·, 11, 99, 101
> O=S(=O)(Nc1nccs1)c1cc(Cl)ccc1Cl
    16, -1, 3, -0.5, 14, 5, -2, 11, 102, 94
> O=C(NNC(=O)C1CCN(Cc2ccccc2)CC1)c1cccc(Cl)c1
    6, 0, -2, -0.5, -19, 8, 0, -5, 112, 102
> O=C(N/N=C/c1cc2cc3c(cc2nc1Cl)OCCO3)c1ccccc1O
    7, 2, 7, 3.2, -10, 9, -5, ·, 94, 90
> Cc1c(Cl)c([N+](=O)[O-])nn1CCCC(=O)NC(C)c1ccccc1 (stereo unspecified)
    -4, 2, 9, -2.2, -56, 11, -7, 15, 97, 92
> CCOC(=O)CSc1ncc(OC)c(Sc2ccc(OC)cc2)n1
    1, 8, -2, -5.1, -81, 9, ·, ·, 99, 87
> CC(=O)N1CC(C)c2scc(C)[n+]2-c2ccccc21 (stereo unspecified)
    -5, 1, 5, -1.6, -24, 4, -2, 3, 91, 97
> CN1C2CCC1/C(=C\c1ccccc1Cl)C(=O)/C2=C\c1ccccc1Cl
    ·, ·, 2, -1.6, -12, 10, -1, ·, 34, 38
> CCOC(=O)c1c(N)sc2c(NC(C)=O)cccc12
    -1, 0, -11, -0.5, -15, 12, -2, ·, 80, 90

By substructure: those above with a Cl atom
Every second line gives: GALR2 blocker, NPY Y2 blocker, Yeast lifespan up, MRP-1 activ, BB579 growth dn, Measles CPE, Phagocyt inh, E-sel TNF inh, bCat KO growth, HCT116 PTEN-null
> O=C(NCc1ccc(Cl)cc1Cl)c1ccccn1
    -5, 0, -11, 0.3, -3, 15, 2, -23, 99, 89
> CCOc1ccc(Cc2c(Cl)nc(SC)nc2OC)cc1
    5, 13, -8, -4.5, 4, 19, ·, -6, 99, 96
> Cc1cc(C)n(-c2ccc(Cl)c(C(=O)OCC(N)=O)n2)n1
    5, -2, -10, 0.6, -29, 13, 0, 0, 105, 99
> CCc1ccc(OCC(=O)NC(NC(=S)Nc2ccccc2)C(Cl)(Cl)Cl)cc1 (stereo unspecified)
    -2, 10, 7, -5.1, -24, 11, -2, ·, 2.4*, 8
> O=C(Cc1ccccc1)NNC(=S)Nc1ccc(Cl)cc1
    1, -1, 8, -2.0, -5, 19*, -5, 21, 99, 90
> O=S(=O)(Nc1nccs1)c1cc(Cl)ccc1Cl
    16, -1, 3, -0.5, 14, 5, -2, 11, 102, 94
> O=C(NNC(=O)C1CCN(Cc2ccccc2)CC1)c1cccc(Cl)c1
    6, 0, -2, -0.5, -19, 8, 0, -5, 112, 102
> O=C(N/N=C/c1cc2cc3c(cc2nc1Cl)OCCO3)c1ccccc1O
    7, 2, 7, 3.2, -10, 9, -5, ·, 94, 90
> Cc1c(Cl)c([N+](=O)[O-])nn1CCCC(=O)NC(C)c1ccccc1 (stereo unspecified)
    -4, 2, 9, -2.2, -56, 11, -7, 15, 97, 92
> CN1C2CCC1/C(=C\c1ccccc1Cl)C(=O)/C2=C\c1ccccc1Cl
    ·, ·, 2, -1.6, -12, 10, -1, ·, 34, 38

An unsorted share of the library; overall some 6.1% were active at least once.
